# Assay outcomes (PubChem BioAssay)
# POLB inh – inhibitors of human DNA polymerase beta. P06746. Pol beta primer extension/strand displacement, fluorescence kinetic. Potency, µM (series often up to 114 µM), for inactives: top-dose activity change, negative = inhibition, usual class: inhibitors. hit rate 1.3% among 340,000. AID 485314; note: potency is the fitted concentration of half-maximal effect; % is set by controls: 0 for no effect and ±100 for the full control effect
#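 Kinetic readout of DNA synthesis with strand displacement by Pol beta. Compound and 10 nM enzyme sit 15 min at room temperature; 50 nM substrate starts the reaction, read immediately and at 10 min.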
# 12-LOX inh – ALOX12 (human) lipoxygenase inhibition. P18054. purified 12hLO, xylenol orange hydroperoxide absorbance. Potency, µM (series often up to 108 µM), for inactives: at the highest dose activity change, negative = inhibition, usual class: inhibitors. hit rate 1.1% among 580,000; note: potency is the fitted concentration of half-maximal effect; % is set by controls: 0 for no effect and ±100 for the full control effect
#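 Hydroperoxide product was detected by ferrous iron/xylenol orange as the 573 to 405 nm absorbance ratio. Arachidonic acid at 40 uM (final) was turned over for 30 min at room temperature by 150 nM human 12hLO, pH 7.0 Hepes buffer, after 15 min compound preincubation.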
# APE1 inh – blocks human APE1 abasic DNA cleavage. P27695. recombinant APE1, TAMRA/BHQ-2 abasic DNA cleavage fluorescence. Potency, µM (highest dose often 65.8 µM), inactives show top-dose activity change, negative = inhibition, most hits filed as inhibitors. hit rate 0.35% among 350,000;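 note: potency is the fitted concentration of half-maximal effect; plate controls were vehicle for no effect and reference inhibitor for full effect; nearly all actives have a fitted effect of over 55% in size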
#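 Compound pre-exposure to 0.75 nM APE1, 15 min at ambient temperature. Reaction initiated with 50 nM TAMRA/BHQ-2 THF substrate, read immediately in kinetic mode, 525 nm excitation, 598 nm emission.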
# ERG-DNA inh – ERG Ets/DNA interaction inhibition. fluorescence polarization, His-ERG Ets domain / labelled DNA. Potency, µM (top dose mostly 76.9 µM), without a hit: top-dose FP activity, negative = inhibition, most hits filed as inhibitors. hit rate 0.028% among 370,000; active = well fitted inhibition curve with a large enough effect in the polarisation, with a control signal flat; inconclusive = small, poorly fitted or top-dose-only effect, or effect the other way, or a change in a side signal; inactive = no such curve, though single readings can be large or run the other way; the % refers to the polarisation;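 note: polarization taken with two DNA probes labelled with fluorescein and Texas red; potency is the fitted concentration of half-maximal effect; % of control where 0% means no effect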
#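 His-tagged ERG Ets domain (1 uM in the protein solution; 300mM KCl, 50mM Tris-HCl, 1mM EDTA, 1mM DTT, pH 7.5) received compound, then a probe mix of 5 nM fluorescein-DNA and 100nM Texas-615-DNA. Fluorescence polarization was read for both dyes.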
# POLH inh – blocks human DNA polymerase eta activity; recombinant Pol eta, fluorescent DNA replication assay; Potency, µM (doses to about 114 µM), inactives show at the top dose activity change, negative = inhibition, most hits filed as inhibitors; hit rate 1.2% among 390,000; Q9Y253; note: potency is the fitted concentration of half-maximal effect; % is set by controls: 0 for no effect and ±100 for the full control effect
# Target sequence (Q9Y253 whole entry, looked up): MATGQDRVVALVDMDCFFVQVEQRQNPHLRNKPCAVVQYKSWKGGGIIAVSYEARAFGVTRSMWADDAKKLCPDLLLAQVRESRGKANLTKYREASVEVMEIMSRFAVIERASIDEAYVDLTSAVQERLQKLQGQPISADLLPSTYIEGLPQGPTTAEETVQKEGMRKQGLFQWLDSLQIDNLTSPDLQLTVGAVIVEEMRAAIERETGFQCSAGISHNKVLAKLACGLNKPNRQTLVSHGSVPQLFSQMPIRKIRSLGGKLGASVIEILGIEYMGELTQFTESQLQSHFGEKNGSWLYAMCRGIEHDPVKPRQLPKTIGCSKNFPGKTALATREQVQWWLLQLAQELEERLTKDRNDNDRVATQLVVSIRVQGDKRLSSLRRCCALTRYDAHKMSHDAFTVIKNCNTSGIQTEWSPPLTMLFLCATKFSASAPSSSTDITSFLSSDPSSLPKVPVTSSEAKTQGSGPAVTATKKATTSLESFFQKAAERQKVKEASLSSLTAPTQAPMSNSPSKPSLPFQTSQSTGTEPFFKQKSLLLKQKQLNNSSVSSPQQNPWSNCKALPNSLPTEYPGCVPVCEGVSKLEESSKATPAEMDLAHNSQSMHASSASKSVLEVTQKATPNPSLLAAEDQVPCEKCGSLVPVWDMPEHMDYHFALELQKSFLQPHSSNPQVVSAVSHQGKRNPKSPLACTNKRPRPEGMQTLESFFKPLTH
#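 Pol eta (10 nM) was preincubated with compounds for 15 min at room temperature, after which fluorescent replication substrate (50 nM final) was added to start the reaction. Fluorescence was read kinetically at 0 and 10 min.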
# Pol kappa inh – DNA polymerase kappa (human) inhibition; Q9UBT6; purified Pol kappa, fluorescent DNA synthesis assay, 10 min; Potency, µM (series often up to 107 µM), for the others: at the top dose activity, negative = inhibition, hits mostly inhibitors; hit rate 0.53% among 400,000; AID 588579; note: potency is the fitted concentration of half-maximal effect; % is set by controls: 0 for no effect and ±100 for the full control effect
#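 Fluorescent qHTS in 1536-well format: enzyme (10 nM) and compound sat 15 min at room temperature before 50 nM substrate (final) was added. Signal taken at 0 and 10 min; no-enzyme buffer wells were negative controls.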
# Apoferritin bind – candidate novel general anesthetic via apoferritin binding. P02791. apoferritin/1-aminoanthracene competitive binding, fluorescence. Potency, µM (highest dose often 77.5 µM), inactives show at the highest dose activity change, negative = displacement, actives largely listed as inhibitors. hit rate 0.074% among 350,000; note: potency is the fitted concentration of half-maximal effect; % is set by controls: 0 for no effect and ±100 for the full control effect; nearly all actives have a fitted effect of over 20% in size
# Target sequence (P02791 2-175 limits assumed): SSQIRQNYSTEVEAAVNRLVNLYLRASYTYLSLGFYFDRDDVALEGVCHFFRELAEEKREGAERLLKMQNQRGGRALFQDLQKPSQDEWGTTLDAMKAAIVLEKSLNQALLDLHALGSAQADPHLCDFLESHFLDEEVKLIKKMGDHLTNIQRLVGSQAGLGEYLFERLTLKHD
#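 Steps: apoferritin (10 uM) was premixed with half-saturated 1-AMA in PBS, compounds were pin-transferred, plates stood 10 min at room temperature, fluorescence was read at 380/535 nm, and curves were fitted with a Hill equation.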
# LDHA block – inhibitors of human lactate dehydrogenase A; P00338; purified LDHA, NADH/diaphorase-resazurin fluorescence; hits give low values; activity change, % (values are at about 110 or 230 µM); hit rate 0.15% among 480,000; in the data active = activity change below about -30%; inconclusive = mostly about -25% to -30%;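 note: plate controls were DMSO wells for no effect and wells without enzyme for full effect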
#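 Remaining NADH was detected by diaphorase (0.133 mg/mL) converting 37 µM resazurin to fluorescent resorufin, read at 0 and 20 minutes. The preceding 5-minute room-temperature reaction used 2 nM LDHA, 0.2 mM sodium pyruvate and 0.06 mM NADH at pH 7.4.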
# RGS4 inhibitor – blocks human RGS4-accelerated GTP hydrolysis; hit rate 0.039% among 390,000; Transcreener GDP fluorescence polarization, RGS4-accelerated GTP hydrolysis; Potency, µM (top dose mostly 114 µM), for the others: top-dose activity change, negative = inhibition, actives largely listed as inhibitors; P49798; note: potency is the fitted concentration of half-maximal effect; % is set by controls: 0 for no effect and ±100 for the full control effect; nearly all actives have a fitted effect of over 75% in size; some results filed as inactive show a strong effect at the top dose
# Target sequence (P49798 whole entry, looked up): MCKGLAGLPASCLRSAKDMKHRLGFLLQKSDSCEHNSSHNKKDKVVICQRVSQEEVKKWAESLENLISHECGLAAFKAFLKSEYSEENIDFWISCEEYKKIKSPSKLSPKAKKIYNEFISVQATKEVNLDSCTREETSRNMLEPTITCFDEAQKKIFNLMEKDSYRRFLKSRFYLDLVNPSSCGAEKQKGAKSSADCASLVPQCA
#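 MLSMR compounds (23 nl, pin-transferred) preincubated 10 min at room temperature with a 500nM (2x) first reagent, then RGS4 at 900nM (2x) plus Transcreener GDP mix added; fluorescence polarization (620/688 nm) read before and after 90 min at 30 °C.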
# Active calls of the source: *; ? = inconclusive; nt = not tested or not shown; [ ] = another dose, or the depositor's remark. Unless noted, calls come from the whole dose curve; as a rule, active = well fitted curve in the direction sought with a large enough effect; inconclusive = small, poorly fitted or top-dose-only effect, or another doubt; inactive = no such curve, though single readings can be large; an effect the other way counts as inactive or inconclusive. Some of the compounds tested. The share of hits here may be higher or lower than overall.
12-LOX inh | ERG-DNA inh | Apoferritin bind | RGS4 inhibitor | APE1 inh | POLB inh | Pol kappa inh | canonical_smiles | POLH inh | LDHA block
0% | 2% | -10% | -15%[11.4 µM] | 12% | 36% | -1% | CCOC(=O)C1C(=O)NC(c2ccccc2)=NC1c1ccc(C(C)C)cc1 (centres undefined) | -18% | 0
-6% | 10% | -1% | 7% | 7% | 18% | 1% | N#CCCn1cc(C(=O)Nc2ccc([N+](=O)[O-])cc2)c(-c2cccs2)n1 | -19% | 2
-6% | 2% | ? | 36% | 24% | -2% | -5% | COc1ccc(COC(=O)NNC(=O)c2ccccc2Cl)cc1 | -2% | -4
-5% | 5% | ? | 7% | -6% | -3% | -4% | Cc1ccc(NC(=O)CSc2nnc(N)s2)c([N+](=O)[O-])c1 | -5% | -8
9% | 0% | -4% | 5% | 44%[activator] | 12% | 1% | Cc1nnc(SCC(=O)Nc2nccs2)o1 | -19% | -5
-4% | 5% | -10% | -1% | -3% | -29% | 4% | O=c1c2ccccc2cnn1Cc1n[nH]c(=S)n1-c1ccccc1F | -7% | -6
-23% | -16% | -8% | 1% | nt | 5% | -14% | CC(C)Oc1ccc(CNC(=O)Cn2ncn3nc(-c4cccs4)cc3c2=O)cc1 | -14% | -10
2% | 6% | -8% | -1% | nt | 10% | 2% | COC(=O)c1ccccc1NC(=O)C1CCCN(c2nnc(C)c3c(C)n(-c4ccccc4)nc23)C1 (centres undefined) | -18% | 1
0% | 8% | -1% | -8% | 4% | -12% | -7% | CCOC(=O)CNC(=O)CSc1nnnn1-c1cc(C)ccc1C | -1% | -6
0% | -2% | -1% | 13% | 10% | -12% | -23% | COC(=O)c1cc(Oc2ccc(C(=O)OC)cc2N)cc(C(=O)OC)c1 | -7% | 1
1% | -12% | -3% | -16% | 37% | 10% | -19% | CSc1ccc(S(=O)(=O)NCCCn2ccnc2)cc1 | -15% | -6
-11% | 2% | -18% | -24% | -8% | 0% | -5% | COc1ccc(CN(C)C(=O)c2ccc(NS(=O)(=O)c3ccc(F)cc3)cc2)c(OC)c1 | -11% | -5
-18% | nt | -11% | -36% | -5% | 28% | -12% | CCCCNc1cc(NC(C)=O)cc2cc(OC)c(OC)cc12 | 0% | 30
0% | 2% | 4% | -8% | -7% | -26% | -12% | CCOC(=O)C(=CNc1ccc2c(c1)c1ccccc1n2CC)C(=O)OCC | -17% | 2
nt | nt | ? | -6% | -3% | nt | 8% | CCC1CC=CC2C1C(=O)N(Cc1ccccc1)C2c1cccc([N+](=O)[O-])c1 (centres undefined) | nt | nt
-3% | 4% | 6% | -38% | -1% | 0% | -24% | COc1cccc(CN2CCN(C(=S)NCc3ccc(Cl)cc3)CC2)c1 | -8% | -6
210%[activator] | 4% | nt | 11% | 17% | nt | -4% | CC1CCCCC1NC(=O)COC(=O)CCC(=O)c1cccs1 (centres undefined) | -4% | -8
-2% | 9% | -11% | 4% | -4% | 8% | -12% | Cc1cc(C(=O)COC(=O)c2ccc(CO)cc2)c(C)n1CC1COc2ccccc2O1 (centres undefined) | -16% | -1
1% | 4% | -10% | -15% | -4% | 3% | -6% | CCc1cc(CNC(=O)CC2C(=O)NCCN2CC2CCCCC2)on1 (centres undefined) | -21% | 0
0% | 14% | -13% | -28%[56.9 µM] | -1% | -25% | 5% | O=C(CSc1ncccc1C(=O)O)NC1CCCCCCC1 | 7% | 0
-9% | -1% | -2% | 4% | nt | -1% | -6% | CCOc1ccc(Nc2nc3ccccc3c3nnc(CC)n23)cc1 | -7% | -1
-2% | 2% | 6% | 4% | nt | 21% | -4%[60.1 µM] | O=C(CSc1nc(=O)n(Cc2ccncc2)c2c1CCC2)Nc1ccccc1 | 1% | -1
? | -1% | 1% | -19% | 4% | 43% | -10% | CCN(CC)S(=O)(=O)c1ccc(NCc2ccccn2)nc1 | 1% | -1
-10% | -1% | ? | 12% | 4% | 98% | -27% | O=C1NC(=O)C(=C2CCCCCC2)S1 | -1% | -9
-29% | 4% | 5% | 6% | 19%[12.4 µM] | 6% | 7% | CCn1c(CC(=O)Nc2ccccc2)nnc1SCC(=O)Nc1nnc(C)s1 | -10% | 0
? | 5% | 7% | -1% | -2% | 6% | -30% | COc1cccc(-n2nnnc2SCC(=O)NCc2ccco2)c1 | ? | -5
43%[activator] | -1% | -7% | 24% | -5% | 22% | 1% | COc1cccc(N2C(=O)C3CCCN3C2c2ccc(F)cc2)c1 (centres undefined) | -8% | 2
-14% | 3% | -16% | 4% | nt | -16% | -26% | Cc1[nH]c2ccccc2c1SCCNC(=O)c1ccccc1F | -8% | -8
? | -10% | ? | 13% | nt | -16% | 2% | O=C1c2[nH]nc(-c3ccccc3O)c2C(c2ccc(Cl)cc2)N1Cc1ccco1 (centres undefined) | -12% | -2
-11% | 2% | -2% | -18% | -7% | 1% | -11% | CCOC(=O)C1CCCN(c2ncnc3c2cnn3-c2ccc(Cl)cc2)C1 (centres undefined) | 1% | 1
? | -2% | -2% | -12% | nt | 0% | 6% | COC(=O)c1cc(Cl)ccc1NC(=O)Cn1c(C)cc(C)c(C#N)c1=O | -12% | -2
18% | nt | -8% | -8% | -9% | 22% | -8% | CN(C)c1ccc(-c2noc(C3CCN(S(=O)(=O)c4cccc(C(=O)O)c4)CC3)n2)cc1 | 4% | 3
-9% | -2% | -6% | 11% | 0% | -1% | -7% | CCN(CC(=O)Nc1cc(Cl)ccc1C)C(=O)COc1ccccc1F | -7% | -15
3% | -4% | 2% | 2% | nt | 3% | -23% | CCS(=O)(=O)c1ncc(N(Cc2ccccc2)Cc2ccco2)c(C(=O)Nc2cccc(Cl)c2C)n1 | ? | -17
? | 8% | -4% | ? | 16% | -1% | -5% | CCOC(=O)c1c(N2C(=O)CC(Sc3ccccc3C(=O)O)C2=O)sc(C)c1C (centres undefined) | ? | 0
-7% | 2% | 0% | -1% | nt | -9% | -44% | O=C(c1ccc(Cl)cc1)n1nc(-c2cccnc2)nc1NCc1ccc(F)cc1 | -16% | -1
-6% | -3% | 2% | -23% | -2% | -3% | -12% | O=C(OCc1ccc([N+](=O)[O-])cc1)C1CCN(S(=O)(=O)c2ccccc2)CC1 | -25% | 0
-1% | 2% | -19% | 18% | 3% | 14% | -8% | CCc1nc(C)cn1S(=O)(=O)c1cc(Br)ccc1OC | -5% | 3
? | -3% | ? | 22% | -8% | 23% | -23% | NC(=O)CC(NC(=O)Cc1ccc(Br)cc1)c1ccc(NC2CC3CCC2C3)c([N+](=O)[O-])c1 (centres undefined) | ? | -5
40µM* | -11% | -5% | -23% | -8% | ? | ? | Oc1c(Br)cc(Br)cc1C=NCc1ccc(F)cc1 | ? | 1

# Some of these compounds in order of the POLH inh value, low to high.
12-LOX inh | ERG-DNA inh | Apoferritin bind | RGS4 inhibitor | APE1 inh | POLB inh | Pol kappa inh | canonical_smiles | POLH inh | LDHA block
-7% | 2% | 0% | -1% | nt | -9% | -44% | O=C(c1ccc(Cl)cc1)n1nc(-c2cccnc2)nc1NCc1ccc(F)cc1 | -16% | -1
-9% | -2% | -6% | 11% | 0% | -1% | -7% | CCN(CC(=O)Nc1cc(Cl)ccc1C)C(=O)COc1ccccc1F | -7% | -15
-1% | 2% | -19% | 18% | 3% | 14% | -8% | CCc1nc(C)cn1S(=O)(=O)c1cc(Br)ccc1OC | -5% | 3

# The list continues:
12-LOX inh | ERG-DNA inh | Apoferritin bind | RGS4 inhibitor | APE1 inh | POLB inh | Pol kappa inh | canonical_smiles | POLH inh | LDHA block
-17% | 1% | -4% | -11% | nt | 0% | -16% | COc1ccc(CCNc2nc(-c3ccc(Cl)cc3)cc(C(F)(F)F)n2)cc1OC | -17% | -20
29% | -4% | -7% | -10% | 0% | 15% | -11% | CCc1sc(N(C(=O)Cc2ccccc2)c2ccccc2)nc1-c1ccccc1 | -11% | -5
3% | -2% | -10% | 11% | 0% | -6% | -16% | O=C(O)CC1(CC(=O)N2CCN(CCO)CC2)CCCC1 | -6% | -5
22µM* | 3% | -9% | -48% | 0% | 0% | -8% | Cc1nn(CCc2n[nH]c(=S)n2C2CCCCC2)c(C)c1Br | -4% | -3
-5% | 3% | ? | -51% | 0% | -21% | -8% | O=S(=O)(CCSc1nc2ccccc2s1)c1nc2ccccc2s1 | 5% | -11
124%[activator] | -5% | -12% | 15% | -1% | 1% | -7% | Cc1cc(NC(=O)C(C)SCC(=O)Nc2ccccc2OC(F)F)no1 (centres undefined) | -17% | -8
2% | -4% | nt | -7% | 2% | nt | -12% | Cc1ccc(C(=O)OCC(=O)NCCc2ccccc2)cc1S(=O)(=O)N1CCOCC1 | -2% | -4
-12% | -1% | -9% | -15% | -1% | -4% | -9% | COc1ccc(OC)c2c(N)c(C#N)c(C(F)(F)C(F)(F)F)nc12 | -17% | -2
36%[activator] | 1% | -12% | 12% | -2% | 4% | -8% | CCC(=O)Oc1oc(-c2ccccc2)nc1C=Nc1ccccc1OC | -4% | 2
0% | -11% | ? | -4% | 13% | 8% | 1% | CCC(=O)N1CCN=C1SCc1ccccc1Cl | 0% | 2
5% | -6% | -3% | -5% | -1% | 50% | -2% | COC(=O)c1sccc1-n1cccc1C(=O)N1CCOCC1 | ? | -3
? | nt | -15% | -19% | 11% | 6% | -12% | Cc1cc(C)c2c(N)c(S(=O)c3ccc(C(C)(C)C)cc3)sc2n1 (centres undefined) | -17% | 3
